NR2E3 ag-1: human photoreceptor-specific nuclear receptor agonism; Q9Y5X4; inhibition of corepressor binding, % at 3.98 µM; CHO-S Gal4-NCOR/VP16-NR2E3 two-hybrid, luciferase; 360,000 tested, 0.35% active; AID 602229;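 active = inhibition above the mean of all tested compounds plus 3 SD, cut at about 70% in these data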;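 note: 0% = DMSO with NR2E3 transfected cells and 100% = cells lacking NR2E3 construct; higher means lower luciferase signal from less NR2E3 corepressor binding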
Target sequence (Q9Y5X4 whole entry, looked up, the tested form may be a part): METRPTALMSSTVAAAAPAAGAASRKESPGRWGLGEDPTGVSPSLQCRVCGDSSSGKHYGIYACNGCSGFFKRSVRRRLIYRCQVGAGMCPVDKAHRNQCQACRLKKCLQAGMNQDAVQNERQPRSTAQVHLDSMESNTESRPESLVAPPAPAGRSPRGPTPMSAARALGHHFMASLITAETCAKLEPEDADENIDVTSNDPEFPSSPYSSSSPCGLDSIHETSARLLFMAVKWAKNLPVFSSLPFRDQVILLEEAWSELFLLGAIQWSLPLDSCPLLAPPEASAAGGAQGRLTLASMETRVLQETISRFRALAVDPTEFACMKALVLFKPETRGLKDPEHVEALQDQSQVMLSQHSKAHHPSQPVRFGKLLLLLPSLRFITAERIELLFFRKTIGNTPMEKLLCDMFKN
Shn3 inh set2: inhibitors of Schnurri-3 3'UTR reporter in osteoblasts; Clone20 osteoblast Shn3 3'UTR firefly luciferase, 24 h; AID 588674; inhibition, % at 12.5 µM; 360,000 tested, 0.52% active;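 active = mean inhibition of at least 75% with every replicate also reaching 75%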;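 note: 0% = median of neutral control wells and 100% = pilot-screen positive control compound; some compounds past the cut are filed as inactive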
TRPM1 prom inh: MITF TRPM1 promoter inhibition in SK-MEL-5 cells; inhibition, % at 12.5 µM; SK-MEL-5 TRPM1 promoter luciferase, 24 h; AID 488899; 330,000 tested, 0.83% active;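 active = mean inhibition across replicates of 60% or more, whatever share of single replicates reaches that level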; note: values of inactives mirror those of a sister screen read the other way
m5-HT2A agonist: mouse HTR2A agonism via beta-arrestin recruitment. P35363. CHO-K1 mHTR2A beta-arrestin complementation, luminescence; percent of 30 µM serotonin response. activation, % at 7.6 µM. 360,000 tested, 0.66% active. AID 624169;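 active = activation above a run cutoff, the mean activation of all tested compounds plus 3 SD, cut at about 14% in these data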;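 note: 0% = plate median of compound wells and 100% = 30 µM serotonin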
Peg3 prom inh: Peg3 promoter activity inhibition; HeLa PEG-Prom luciferase reporter, luminescence, overnight; inhibition, % at 20 µM; 360,000 tested, 1.7% active;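 active = inhibition of at least 50% at 20 µM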
NR2E3 ag-2: NR2E3 (human) agonism; Q9Y5X4; GST-NR2E3/biotin-RetCOR TR-FRET, 1536-well; inhibition of corepressor binding, % at 4.78 µM; 320,000 tested, 0.12% active; AID 2300;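 active = percent inhibition above the cutoff of mean plus 3 SD of all tested compounds, set per screening campaign, cut at about 20% in these data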;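 note: 0% = DMSO wells and 100% = biotin wells as full block of FRET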
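Format: 1536-well format; test system: GST-NR2E3 and biotin-RetCOR proteins; read-out basis: percent inhibition of TR-FRET ratio; timing: 5 h incubation at 4 °C; detection: time-resolved FRET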
PDI turbidity: inhibitors of human protein disulfide isomerase; P07237; PDI insulin aggregation turbidity, A650, 90 min; inhibition, % at 10 µM; 350,000 tested, 0.052% active; AID 588391;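 active = mean inhibition across replicates of 30% or more, whatever share of single replicates reach that level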;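 note: absorbance from insulin aggregation driven by PDI reduction with DTT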
Target sequence (P07237 whole entry, looked up): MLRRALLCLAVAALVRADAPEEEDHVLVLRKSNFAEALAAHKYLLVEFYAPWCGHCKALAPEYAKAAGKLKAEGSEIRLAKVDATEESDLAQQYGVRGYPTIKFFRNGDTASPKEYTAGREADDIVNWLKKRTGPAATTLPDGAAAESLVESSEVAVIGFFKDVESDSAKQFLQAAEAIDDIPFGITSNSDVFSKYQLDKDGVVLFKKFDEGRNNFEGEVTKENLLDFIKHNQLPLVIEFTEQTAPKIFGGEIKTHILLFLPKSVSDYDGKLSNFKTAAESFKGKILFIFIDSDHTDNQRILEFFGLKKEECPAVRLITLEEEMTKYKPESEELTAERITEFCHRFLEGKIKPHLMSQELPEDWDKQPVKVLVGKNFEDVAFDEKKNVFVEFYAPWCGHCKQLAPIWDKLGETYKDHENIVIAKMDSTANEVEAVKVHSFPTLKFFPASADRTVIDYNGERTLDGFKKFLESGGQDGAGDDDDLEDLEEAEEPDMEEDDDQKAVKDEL
iPSC survival up: enhancers of human iPSC single-cell survival; hiPSC single-cell survival, ATPlite luminescence; 100% = ROCK inhibitor wells, 0% = DMSO; survival enhancement, % at 20 µM; 360,000 tested, 0.044% active; AID 602274; in the data active = survival enhancement above about 18%;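 note: cells exposed to compounds for 16 hours before the ATP read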
Cardio protect: myocardial damage modulation in H9c2 cells. 360,000 tested, 0.63% active. H9c2 cardiomyocytes, H2O2 injury protection, ATPLite, 2 h. AID 588492. protection from H2O2 cell death, % at 20 µM;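 active = compounds giving at least 50% protection of heart cells from peroxide-induced death in the single-dose screen, raw or plate-pattern-corrected value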;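 note: 0% = DMSO wells with peroxide and 100% = DMSO wells without peroxide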
HIF-2a block: inhibitors of HIF-2a; AID 624352; inhibition, % at 18.8 µM; 360,000 tested, 0.72% active; 786-0 RCC cells HIF-2a reporter, luciferase luminescence, overnight;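 active = inhibition of the luminescence signal of 40% or more relative to plate controls, in a single-dose primary screen at 18.75 µM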
CaV13 ICDI inh: Disruptors of the CACNA1D IQ motif to Ca2+-dependent inactivation inhibitor domain association, primary screening, Förster resonance energy transfer in intact living …. HEK cells, CFP/YFP FRET ICDI-IQ, plate reader, 10 min; percent FRET-ratio fall versus neutral wells. inhibition, % at 12.3 µM. 340,000 tested, 0.098% active;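 active = mean replicate inhibition of at least 30% and at least 1% of replicates passing that level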;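 note: 0% = median of the neutral control wells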
* hit, by the source's call; · = not tested or not shown.

SMILES	NR2E3 ag-1	Shn3 inh set2	TRPM1 prom inh	m5-HT2A agonist	Peg3 prom inh	NR2E3 ag-2	PDI turbidity	iPSC survival up	Cardio protect	HIF-2a block	CaV13 ICDI inh
COc1cccc(N2CCN(C(=O)c3ccc4nc(N5CCCCC5)sc4c3)CC2)c1	-104	-60	-36	-1	-214	2	·	0.0	-16	-191	-2
Cc1nn(C)cc1/C=C1\SC(=S)NC1=O	-27	-17	-3	-1	-1	0	-5	-1.4	0	12	-5
CCOC(=O)c1ccc(NC(=O)c2nn(CC)cc2Br)cc1	-62	-39	-47	-2	-149	-1	-4	1.1	-10	-229	-9
CC1(C)CC(=O)c2cnc(NC(=O)CCc3ccccc3)nc2C1	-5	4	3	1	10	2	2	6.2	3	-2	-4
COC(=O)c1cc(-c2ccc(S(=O)(=O)N3CCCC(C)C3)cc2)c(C(F)(F)F)s1 (stereo not drawn)	-16	14	1	0	19	3	4	-0.5	-8	10	-6
O=C(NNC(=S)Nc1ccccc1)C1CC1	-12	10	-7	5	6	4	-1	0.8	2	-9	-9
CCC(NC(=O)c1ccccc1NC(=O)c1ccc(OC)cc1)C(=O)N1CCCC1 (stereo not drawn)	-60	-80	-22	0	-155	3	-14	-0.2	5	-156	-20
COc1ccccc1C(c1c(O)nc(SC)[nH]c1=O)c1c(O)nc(SC)[nH]c1=O	-4	0	0	2	9	3	-4	-0.2	6	11	-4
CSc1ncccc1C(=O)OCC(=O)NCCc1ccccc1	-9	-2	-1	5	-11	·	-1	-2.4	-2	-1	-2
COc1ccc(C(CCc2ccc(C)o2)NC(=O)Nc2ccc(OC)cc2OC)cc1 (stereo not drawn)	-10	21	-4	-1	10	3	7	-0.2	-4	9	-9
O=C(NC(=S)N1CCCCC1)c1cccnc1	-22	5	-2	5	8	-1	1	0.1	-2	0	-9
O=S(=O)(NCc1ccccc1)c1cccs1	11	-4	4	-2	10	0	-5	3.9	14	19	·
O=C1C=C(c2cc(Cl)cc(Cl)c2)C[C@@H](c2ccc3c(c2)OCO3)C1	-1	0	-13	5	6	6	-3	-1.2	-2	20	-10
COc1ccc(/C=N/NC(=O)c2ccc(Br)cc2)c(OC)c1	-10	11	-13	-5	-10	4	2	0.7	3	2	-9
COc1ccc(OC(C)C(=O)Nc2ccccc2C(F)(F)F)cc1 (stereo not drawn)	-7	-2	-1	-3	17	1	11	1.0	-1	13	-5
CCCc1nc(SCc2cccnc2)c2c(=O)n(C)c(=O)n(C)c2n1	17	14	-5	6	15	2	·	0.4	4	5	-6
CC1CN(CCOc2ccc(Cl)c(Cl)c2)CC(C)O1 (stereo not drawn)	-9	-20	-10	-6	-7	1	-2	7.0	3	-31	-4
COc1ccc2nc(NC(=O)CSc3nnnn3C3CCCCC3)sc2c1	-19	-3	7	2	-19	-1	-3	-1.3	-3	-35	-7
CC(C)(Oc1ccc(Cl)cc1)C(=O)Nc1ccncc1	-1	65	13	2	-1	0	12	0.3	-34	-5	·
CCCCn1nc(C(=O)N(CC(C)C)c2c(N)n(CCCC)c(=O)[nH]c2=O)c2ccccc2c1=O	-7	2	-1	-7	3	·	5	-0.5	6	7	-4
COC(=O)Cc1c(O)ccn(CCc2ccc(S(N)(=O)=O)cc2)c1=O	-2	-53	-11	3	1	2	9	0.4	-6	4	-4
O=C1CC2(CCN(C(=O)COc3ccccc3F)CC2)Oc2ccccc21	-10	1	12	0	11	2	-12	-0.6	0	3	-5
CC(=O)Nc1ccc(S(=O)(=O)NCCS(=O)(=O)N2CCN(c3ccccc3F)CC2)cc1	-6	30	8	-4	6	-1	-2	-0.1	-4	16	-2
COc1cccc(Nc2ccccc2C(=O)O)c1	-54	-15	8	9	-47	3	-1	0.5	3	-86	-5
COCCNc1nc(N2CCCCC2)c2cnn(C)c2n1	16	5	5	1	13	0	11	0.9	-6	10	-15

One compound at a time, as listed above:
Record of O=S(=O)(NCc1ccccc1)c1cccs1 → NR2E3 ag-1 = 11; Shn3 inh set2 = -4; TRPM1 prom inh = 4; m5-HT2A agonist = -2; Peg3 prom inh = 10; NR2E3 ag-2 = 0; PDI turbidity = -5; iPSC survival up = 3.9; Cardio protect = 14; HIF-2a block = 19; CaV13 ICDI inh = ·
Record of COc1ccc(/C=N/NC(=O)c2ccc(Br)cc2)c(OC)c1 → NR2E3 ag-1 = -10; Shn3 inh set2 = 11; TRPM1 prom inh = -13; m5-HT2A agonist = -5; Peg3 prom inh = -10; NR2E3 ag-2 = 4; PDI turbidity = 2; iPSC survival up = 0.7; Cardio protect = 3; HIF-2a block = 2; CaV13 ICDI inh = -9
Record of COc1ccc(C(CCc2ccc(C)o2)NC(=O)Nc2ccc(OC)cc2OC)cc1 (stereo not drawn) → NR2E3 ag-1 = -10; Shn3 inh set2 = 21; TRPM1 prom inh = -4; m5-HT2A agonist = -1; Peg3 prom inh = 10; NR2E3 ag-2 = 3; PDI turbidity = 7; iPSC survival up = -0.2; Cardio protect = -4; HIF-2a block = 9; CaV13 ICDI inh = -9

Carrying on.
SMILES	NR2E3 ag-1	Shn3 inh set2	TRPM1 prom inh	m5-HT2A agonist	Peg3 prom inh	NR2E3 ag-2	PDI turbidity	iPSC survival up	Cardio protect	HIF-2a block	CaV13 ICDI inh
CN(/N=C/c1cccc(Br)c1)C1=NS(=O)(=O)c2ccccc21	0	-10	-5	8	-1	·	-5	-0.6	2	-86	-19
N#Cc1c(-c2ccccc2)cc(-c2ccccc2)nc1Br	19	23	12	0	27	6	-3	-0.5	-7	15	-2
CCOc1ccc(CC(=NCCO)C2=C(O)CC(C)(C)CC2=O)cc1OCC	-32	-26	22	-3	13	1	0	1.8	2	7	-3
CCC(C)(C)C1CCc2[nH]nc(C(=O)NCCNC(=O)OC(C)(C)C)c2C1 (stereo not drawn)	-2	11	-4	-1	9	3	-6	2.7	-3	9	-10
CCOc1ncccc1C(=O)NCc1ccc(OC)c(OC)c1	-13	-32	5	6	6	0	19	2.6	0	16	-5
CC(C)Cc1cc(C(=O)Nc2cccc(O)c2)no1	0	21	-12	-1	-60	0	19	-0.7	-22	-262	-15
Cc1ccccc1N(CC(=O)NCCSCc1ccco1)S(C)(=O)=O	-7	11	-6	-4	5	2	-6	3.2	2	11	-9
Cn1c(SCC(=O)Nc2ccccc2)nnc1-c1ccc(NC(=O)CCc2ccccc2)cc1	3	-1	-4	10	11	-5	1	-1.5	-2	25	-5
CC(C)(C)c1ccc(C(=O)N2CCN(C(=O)C3CCCCC3)CC2)cc1	5	4	13	8	19	-4	1	-0.2	-1	6	-6
NC(=O)CSc1cn(Cc2ccccc2)c2ccccc12	-19	5	5	-2	13	1	-2	-0.3	-4	17	2
O=C(COc1ccc(Cl)cc1)NCc1nnc2c3ccccc3c(-c3ccccc3)nn12	-13	14	-8	7	8	-4	-7	-2.4	14	17	-3
O=C(Nc1ccccc1)c1c(F)c(F)c(F)c(F)c1F	-1	-2	11	-2	-21	-5	-2	-0.1	4	9	-8
CC(C)CC(NC(=O)C1CCC(C)CC1)C(=O)Nc1ccc2c(c1)OCCO2 (stereo not drawn)	-15	13	7	-3	-74	-1	·	3.9	-8	-28	-2
COc1cc(N2CCCC2)c(OC)cc1/C=C(/C#N)c1cccc(F)c1	-10	3	-14	2	-2	0	-6	0.0	-5	-37	·
COc1ccc(-c2nnc(SC(C)C#N)o2)cc1 (stereo not drawn)	-27	-38	-23	2	-77	-1	-8	2.0	-7	-154	-5
O=P(OC1CCCCC1)(OC1CCCCC1)C(O)c1ccccc1 (stereo not drawn)	-11	-4	-1	0	14	1	0	6.5	0	22	-3
O=C(c1ccc(-n2cncn2)c([N+](=O)[O-])c1)N1CCN(S(=O)(=O)c2ccc(Cl)cc2)CC1	20	6	5	0	27	0	2	-0.4	-4	18	-7
Nc1nc(SCC(=O)c2cc(F)ccc2F)n[nH]1	3	-5	4	3	-5	0	-9	1.2	1	12	5
Clc1cc(Sc2ccc(Br)cc2)nnc1-c1ccccc1	-19	11	19	-3	19	0	6	-0.6	-15	0	-6
Cc1ccc(CNC(=O)CN(C(=O)N2CCN(C)CC2)S(=O)(=O)c2ccc(C)cc2)cc1	-7	-2	4	-4	15	-4	-1	-0.5	-1	12	-3
O=C(CSc1ccccc1C(=O)NCc1ccccc1)NC12CC3CC(CC(C3)C1)C2	-28	12	-9	-4	-3	-3	-18	3.4	2	1	-5
CCCC(=O)OC(C(=O)Nc1cc(C(F)(F)F)ccc1Cl)c1ccccc1 (stereo not drawn)	23	-6	-23	-3	12	1	3	1.3	-6	13	-4
CCOC(=O)c1sc2nc(C3CC3)cc(-c3ccc(OC)cc3)c2c1N	-6	5	5	-3	8	5	-7	7.8	-11	10	-4
CCOC(=O)c1ccc(NC(=O)CC2C(=O)N(c3ccc(F)cc3)C(=O)N2CCC(C)C)cc1 (stereo not drawn)	7	27	-7	-1	18	1	5	0.5	1	-24	-5
O=C(CN1C(=O)NC2(CCOc3ccccc32)C1=O)NCc1ccc(F)cc1 (stereo not drawn)	14	-3	-9	0	20	0	-6	2.1	-3	7	-2
COc1ccc(S(=O)(=O)N2CCC(C)CC2)cc1N(C)S(=O)(=O)c1ccccc1	-9	3	4	11	-6	5	-5	0.1	-5	18	-7
C=CCn1c(SCc2ccc3c(c2)OCO3)nc2scc(-c3ccco3)c2c1=O	-17	5	10	-2	7	2	9	0.1	-5	9	-4

In the list so far, these have a tert-butyl group:
SMILES	NR2E3 ag-1	Shn3 inh set2	TRPM1 prom inh	m5-HT2A agonist	Peg3 prom inh	NR2E3 ag-2	PDI turbidity	iPSC survival up	Cardio protect	HIF-2a block	CaV13 ICDI inh
CCC(C)(C)C1CCc2[nH]nc(C(=O)NCCNC(=O)OC(C)(C)C)c2C1 (stereo not drawn)	-2	11	-4	-1	9	3	-6	2.7	-3	9	-10
CC(C)(C)c1ccc(C(=O)N2CCN(C(=O)C3CCCCC3)CC2)cc1	5	4	13	8	19	-4	1	-0.2	-1	6	-6
